# HIV Rev-RRE inh: HIV Rev-RRE protein-RNA interaction inhibition; P05866; AID 704; Rev peptide-RRE RNA binding, FRET; inhibition, % at 8 µM; 97,000 tested, 0.79% active;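 active = inhibition above the screen-wide mean plus 3 SD, cut at about 35% in these data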;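 note: 0% = median DMSO wells and 100% = median Neomycin B control wells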
# Target sequence (P05866 whole entry, looked up): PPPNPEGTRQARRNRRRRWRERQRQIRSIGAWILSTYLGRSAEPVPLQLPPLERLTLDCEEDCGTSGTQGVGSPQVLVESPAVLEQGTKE
#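 Test system: Cy5-tagged RRE RNA duplex with fluorescein-tagged Rev peptide; Probe or stimulus: labelled Rev peptide; Schedule: 5 min preincubation and 15 min binding, 25 °C; Signal: FRET fluorescence readout; Evaluation: % inhibition from 671/540 nm acceptor-to-donor ratio, scaled between controls; Control set: DMSO and neomycin B.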
# PTPN22 act: activators of human LYP (PTPN22) phosphatase. Q9Y2R2. 96,000 tested, 0.11% active. activation, % at 2 µM. recombinant LYP, DiFMUP fluorescence; 0 = plate median, 100 = signal doubled;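 active = activation at 2 µM above a set limit, the mean plus 5 SD, cut at about 37% in these data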
# Target sequence (Q9Y2R2 whole entry, looked up): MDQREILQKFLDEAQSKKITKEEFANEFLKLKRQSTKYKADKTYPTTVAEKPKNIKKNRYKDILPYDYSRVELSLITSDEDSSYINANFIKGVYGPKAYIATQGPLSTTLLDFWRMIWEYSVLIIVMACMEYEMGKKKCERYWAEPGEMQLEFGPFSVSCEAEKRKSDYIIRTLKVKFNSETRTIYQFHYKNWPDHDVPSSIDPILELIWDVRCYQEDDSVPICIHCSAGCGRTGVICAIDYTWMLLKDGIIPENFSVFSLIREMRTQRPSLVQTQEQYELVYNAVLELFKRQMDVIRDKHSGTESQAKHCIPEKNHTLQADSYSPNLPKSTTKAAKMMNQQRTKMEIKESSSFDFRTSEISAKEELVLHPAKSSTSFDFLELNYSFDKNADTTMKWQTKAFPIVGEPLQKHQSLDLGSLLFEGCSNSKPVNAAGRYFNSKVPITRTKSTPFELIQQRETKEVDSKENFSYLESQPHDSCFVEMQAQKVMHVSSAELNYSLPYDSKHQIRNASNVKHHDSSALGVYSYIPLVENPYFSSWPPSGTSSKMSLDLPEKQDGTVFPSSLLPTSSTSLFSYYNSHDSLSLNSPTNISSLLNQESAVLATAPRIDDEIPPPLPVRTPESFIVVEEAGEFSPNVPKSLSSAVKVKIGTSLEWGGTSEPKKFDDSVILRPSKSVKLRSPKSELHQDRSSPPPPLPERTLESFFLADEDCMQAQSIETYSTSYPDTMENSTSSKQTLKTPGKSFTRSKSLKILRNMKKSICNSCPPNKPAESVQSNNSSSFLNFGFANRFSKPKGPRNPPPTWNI
# F-actin modifier: modifiers of cytoskeleton assembly; AID 836; HUVEC TNFa F-actin phalloidin imaging, high content; inhibition, % at 2 µM; 91,000 tested, 0.18% active;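 active = inhibition above the batch mean plus 3 SD and confirmed as a hit by visual image inspection, cut at about 30% in these data, passing the limit was not always enough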; note: strong numbers were not always called active
# EphB4 ephrin blk: antagonists of human EphB4-ephrin-B2 interaction; 97,000 tested, 0.15% active; inhibition, % at 7 µM; EphB4 LBD / TNYL-RAW-Alexa532 peptide, fluorescence polarization; P54760;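 active = inhibition above the screen-wide mean inhibition plus 3 SD, cut at about 15% in these data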;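 note: 0% = DMSO wells and 100% = excess unlabeled TNYL-RAW peptide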
# Pyk2 oligo antag: blocks oligomerization of human Pyk2 in cells | z-score (the deposit names both 25 µM and 10 µM) | Q293 cells, Pyk2 FERM NanoBiT luminescence; hits give low values | Q14289 | 99,000 tested, 0.83% active;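 active = Z-score of -3 or lower, scaled per plate to the spread of control and sample wells; inactive = z-score above -3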;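 note: negative z-score means lost luminescence so less FERM oligomerization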
# FAK inh: blocks human focal adhesion kinase activity; inhibition, %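 (tested at 7 µM)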; 97,000 tested, 0.84% active; Q05397; biochemical FAK kinase activity assay; in the data active = inhibition above about 19%;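 note: 0% = DMSO and 100% = reference compound high control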
# PLK1 PBD inh: Plk1 (human) PBD binding inhibition. P53350. Plk1 PBD phosphopeptide binding, fluorescence polarization. inhibition, %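 (tested at about 20 µM)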. 97,000 tested, 0.13% active. AID 693; in the data active = inhibition above about 34%, passing the limit was not always enough
# PLK1 inh: blocks human PLK1 kinase activity; P53350; recombinant PLK1 kinase, TR-FRET peptide phosphorylation; inhibition, % at 10 µM; 97,000 tested, 0.53% active;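 active = inhibition of 50% or more in the single-concentration screen; inactive = inhibition below 50%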;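 note: 0% = DMSO max control and 100% = H-89 dihydrochloride min control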
# LYP inh 2: LYP (human) phosphatase inhibition. Q9Y2R2. recombinant LYP catalytic domain, DiFMUP fluorescence. inhibition, % at 2 µM. 96,000 tested, 0.21% active;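 active = inhibition at 2 µM at or above a set limit, the screen mean plus 3 SD, cut at about 24% in these data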;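 note: 0% = DMSO with enzyme and 100% = enzyme fully blocked by orthovanadate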
# Numbers without * were called inactive; · = no result given; [ ] = remark or other dose.
# The opening 6 records (preview)
HIV Rev-RRE inh,PTPN22 act,F-actin modifier,EphB4 ephrin blk,Pyk2 oligo antag,FAK inh,PLK1 PBD inh,PLK1 inh,LYP inh 2,canonical_smiles
17,6,-12,3,2.1,0,-3,-5,-7,COc1ccc(OCC(=O)Sc2ccc(C)cc2)cc1
5,1,21,1,0.07,-3,28,-6,-4,CCCCCn1c(N2CCOCC2)nc2c1c(=O)n(CC(N)=O)c(=O)n2C
-2,9,-9,6,0.63,-1,-10,-9,-6,CCOc1ccc(OCc2ccc(C(=O)NCC3CCCO3)o2)cc1 (stereo not given)
100*[fluorescence artefact?],-8,38,-1,-1.4,-1,-43,-9,10,O=C1c2ccccc2-c2cccc(NS(=O)(=O)c3ccc(C(F)(F)F)cc3)c21
1,12,12,-6,0.27,0,-4,-8,-14,Cn1c(CCNC(=O)c2ccco2)nc2cc(NC(=O)c3ccco3)ccc21
9,12,-5,2,0.49,1,-12,8,-14,Cc1cccc(NC(=O)N[C@@H](C)C(=O)O)c1

# The listing, from the start:
HIV Rev-RRE inh,PTPN22 act,F-actin modifier,EphB4 ephrin blk,Pyk2 oligo antag,FAK inh,PLK1 PBD inh,PLK1 inh,LYP inh 2,canonical_smiles
17,6,-12,3,2.1,0,-3,-5,-7,COc1ccc(OCC(=O)Sc2ccc(C)cc2)cc1
5,1,21,1,0.07,-3,28,-6,-4,CCCCCn1c(N2CCOCC2)nc2c1c(=O)n(CC(N)=O)c(=O)n2C
-2,9,-9,6,0.63,-1,-10,-9,-6,CCOc1ccc(OCc2ccc(C(=O)NCC3CCCO3)o2)cc1 (stereo not given)
100*[fluorescence artefact?],-8,38,-1,-1.4,-1,-43,-9,10,O=C1c2ccccc2-c2cccc(NS(=O)(=O)c3ccc(C(F)(F)F)cc3)c21
1,12,12,-6,0.27,0,-4,-8,-14,Cn1c(CCNC(=O)c2ccco2)nc2cc(NC(=O)c3ccco3)ccc21
9,12,-5,2,0.49,1,-12,8,-14,Cc1cccc(NC(=O)N[C@@H](C)C(=O)O)c1
7,-3,9,-1,0.4,-6,5,-6,1,CN(C)C(=O)CSc1nnc2sc3ccccc3n12
14,-3,2,7,-0.21,-3,-1,-6,5,COc1ccc(/C(N)=N/OC(=O)CSc2ccccc2)cc1OC
0,7,5,1,0.62,2,-10,6,-7,COc1cc(C2Nn3c(nnc3-c3ccccc3OC)S2)ccc1O (stereo not given)
5,-7,39,1,-0.96,0,-4,-3,5,CCC(C)NC(=O)c1cnn2c1NC(c1ccc3c(c1)OCO3)CC2C(F)(F)F (stereo not given)
6,3,4,-3,0.7,-3,7,-5,-3,CC(C)(C)C1CCC(=NNS(=O)(=O)c2ccc(Br)cc2)CC1 (stereo not given)
6,1,-11,0,-0.92,0,2,-11,2,Cc1ccnc(N2CCN(c3cc(C)c(C#N)c4nc5ccccc5n34)CC2)c1
3,-1,24,0,0.7,-2,3,-3,-3,Cc1ccc(-n2c(SCC(=O)OC(C)C)nnc2-c2ccncc2)cc1
17,-4,7,-2,0.16,-1,4,0,2,O=C(Oc1cccc(NC(=O)c2ccco2)c1)c1cccc(S(=O)(=O)N2CCCC2)c1
2,-6,-1,-3,0.2,3,14,-8,3,Cc1ccc(-c2nn(C)c(=O)c3ccccc23)cc1CN1CCOCC1
4,2,-15,-3,0.42,1,2,-4,3,CCOC(=O)c1c(NC(=O)CSc2nncs2)sc(C)c1C
6,4,-34,-5,1.5,-1,-5,-8,-4,CCCCOc1cccc(C(=O)N(Cc2cccs2)C2CCS(=O)(=O)C2)c1 (stereo not given)
4,-8,42,-1,0.9,-1,21,7,8,CC1(O)CC(=O)N(c2ccccc2)O1 (stereo not given)
14,-10,4,6,-2.8,3,7,-2,10,Fc1ccc(Br)cc1C1C=C(c2ccc(Br)cc2)Nc2ncnn21 (stereo not given)
5,-2,-1,0,0.64,-1,6,2,0,COc1cc2[nH]c(=S)n(CC3CCCO3)c(=O)c2cc1OC (stereo not given)

# Profiles as entered above. Order of values: HIV Rev-RRE inh, PTPN22 act, F-actin modifier, EphB4 ephrin blk, Pyk2 oligo antag, FAK inh, PLK1 PBD inh, PLK1 inh, LYP inh 2
# `COc1cc2[nH]c(=S)n(CC3CCCO3)c(=O)c2cc1OC` (stereo not given) as listed: 5, -2, -1, 0, 0.64, -1, 6, 2, 0
# `COc1ccc(OCC(=O)Sc2ccc(C)cc2)cc1` as listed: 17, 6, -12, 3, 2.1, 0, -3, -5, -7
# `CCCCOc1cccc(C(=O)N(Cc2cccs2)C2CCS(=O)(=O)C2)c1` (stereo not given) as listed: 6, 4, -34, -5, 1.5, -1, -5, -8, -4

# The listing picks up, starting 2 compounds before the break.
HIV Rev-RRE inh,PTPN22 act,F-actin modifier,EphB4 ephrin blk,Pyk2 oligo antag,FAK inh,PLK1 PBD inh,PLK1 inh,LYP inh 2,canonical_smiles
14,-10,4,6,-2.8,3,7,-2,10,Fc1ccc(Br)cc1C1C=C(c2ccc(Br)cc2)Nc2ncnn21 (stereo not given)
5,-2,-1,0,0.64,-1,6,2,0,COc1cc2[nH]c(=S)n(CC3CCCO3)c(=O)c2cc1OC (stereo not given)
12,2,16,2,0.38,-2,0,-32,0,COc1ccc(/C=C(/C#N)S(=O)(=O)c2ccc(C)cc2)cc1
2,1,-11,-2,-0.24,1,-11,-15,-1,C=CCn1c(Cc2c(C)[nH]c3ccccc23)nnc1SCC(=O)NCc1ccc(F)cc1
3,1,-4,-6,0.05,-3,10,-2,1,Cc1c(NC(=O)/C=C/C(=O)O)cccc1[N+](=O)[O-]
7,0,-13,6,0.93,2,-5,-16,-2,CCOc1ccc(N2CC(C(=O)NCCC3=CCCCC3)CC2=O)cc1 (stereo not given)
5,0,-3,-9,0.28,2,-19,-7,0,CCOC(=O)Cc1nnc(Nc2cccc(C)c2)c2ccccc12
4,2,-4,-7,0.12,-1,0,3,2,C/C(CC(=O)Nc1ccccn1)=N\NC(=O)C(=O)Nc1cccc(C)c1
17,-8,11,1,-0.59,6,13,-7,10,COC(=O)c1sccc1NC(=O)Cn1nnc(-c2ccc(C)cc2)n1
9,-4,-4,6,0.83,-1,6,-6,7,COc1ccc(CCNC(=O)CCC(=O)N2CCN(S(=O)(=O)c3ccc(Cl)cc3)CC2)cc1OC
7,-2,-2,12,0.41,1,-8,-6,4,CC(C)CC(C)NNC(=O)c1cc2ccccc2[nH]1 (stereo not given)
10,1,2,-2,-2.7,0,4,-3,-2,COC(=O)c1c(C)n(-c2ccc(OC)cc2)c2ccc(O)cc12
6,1,-32,-1,-0.7,1,-21,-7,5,Cn1c(Sc2ccc(Br)cc2)c(C=O)c2ccccc21
1,12,7,-3,-0.34,3,13,36,-16,Cn1c(=O)c2c(nc(NCc3cccnc3)n2Cc2cccc(C(F)(F)F)c2)n(C)c1=O
12,-9,-2,-6,0.94,2,23,-3,7,COc1cccc(C2=CC(c3ccccc3)n3nnnc3N2)c1 (stereo not given)
9,-4,6,0,0.1,-1,-28,-16,3,CC(NC(=O)COc1ccc(Oc2ccccc2)cc1)C(=O)O (stereo not given)
1,7,-23,-7,-0.98,1,14,5,-3,Cc1ccccc1NC(=O)NCCc1nc2ccccc2[nH]1
7,-6,2,-3,0.02,-1,-3,-14,1,O=C(O)C1C2C=CC(C2)C1C(=O)Nc1ccc(C(=O)N2CCCCC2)cc1 (stereo not given)
7,-2,1,0,-0.08,0,27,13,3,Cc1cnc(NC(=O)CN2C(=O)C3CC=CCC3C2=O)s1 (stereo not given)
17,-4,·,-4,1.8,1,-13,-15,2,Cc1ccc(NS(=O)(=O)c2ccc(NC(=O)c3ccc(-c4ccccc4)cc3)cc2)c(C)c1
5,5,11,0,2.3,-3,-1,-15,-3,CCC(=O)c1ccc(OCc2ccc(C(=O)OC)cc2)c(OC)c1
7,6,17,-2,-1.9,-6,-4,-7,-3,O=c1c(Sc2ccccc2)c(C(F)(F)F)[nH]n1-c1ccccc1

# Other compounds follow:
HIV Rev-RRE inh,PTPN22 act,F-actin modifier,EphB4 ephrin blk,Pyk2 oligo antag,FAK inh,PLK1 PBD inh,PLK1 inh,LYP inh 2,canonical_smiles
64*,3,-8,-11,-1.6,2,-27,-18,-1,O=[N+]([O-])c1ccc(N/N=C/c2cn(-c3ccccc3)nc2-c2ccccc2)cc1
-1,8,-10,-3,0.38,2,-5,-10,-5,CN1CCCCc2c1nc1c(c2N)CCCC1
8,11,8,3,0.21,2,8,-7,-11,CC(=O)N(CN1C(=O)C2CC=CCC2C1=O)c1cccc(Cl)c1 (stereo not given)
-2,16,-14,-9,0.17,-3,20,-11,-10,Cc1ccccc1NC(=O)c1onc2c1CCCC2
0,4,10,1,0.87,-2,-5,4,-6,Cc1nnc(SCCn2c(N3CCC(C)CC3)nc3c2c(=O)[nH]c(=O)n3C)s1
5,12,2,-2,-0.15,0,-24,-6,-16,O=C(CNC1CCCCCC1)Nc1ccc(S(=O)(=O)NC2CC2)cc1
9,-6,13,8,0,-2,4,5,4,CC(C(=O)NC(=O)NC1CCCCC1)N1CCN(C(c2ccccc2)c2ccccc2)CC1 (stereo not given)
14,13,-7,-1,-1.7,-1,-5,6,-10,CC(C)(C)c1ccc(Cn2ccc(-c3ccc4c(c3)OCO4)n2)cc1
6,0,16,1,0.11,2,-3,-54,1,CC(C)[C@H](NC(=O)c1ccco1)C(=O)OCC(=O)N1CCc2ccccc21
3,-6,6,0,0.66,-4,12,-4,6,Cn1c(=O)[nH]c(=O)c2c1nc(N1CCOCC1)n2CCN1CCOCC1
-2,-2,-10,1,·,-1,-8,-3,-2,O=C1CC(Nc2ccc(N3CCOCC3)cc2)C(=O)N1c1cccc(C(F)(F)F)c1 (stereo not given)
21,-1,-6,1,·,-7,-4,-5,1,CCN1C(=O)c2cccc3c(NC(=O)c4ccc(OC)c(OC)c4)ccc1c23
2,2,-19,4,-0.47,3,11,-9,-2,COC(=O)CSc1ccc2nnc(-c3ccc(F)cc3)n2n1
11,-8,-6,3,-0.32,4,-12,1,7,O=c1oc2ccccc2cc1-c1nc2c(s1)CCCC2
6,28,-20,6,-3*,4,-15,10,-24,O=C(CN(C(=O)Cn1nnc(-c2cccs2)n1)c1ccc2c(c1)OCCO2)NCc1ccccc1
2,9,3,-2,0.53,4,5,-5,-7,CCOc1ccccc1NC(=O)Nc1cccc(C(C)=O)c1
-1,-4,-9,1,0.58,1,11,2,4,O=C(CCCc1ccccc1)Nc1cccc2c1CCCC2
-1,-2,-12,4,0.97,-1,-5,-2,6,CCOc1ccc(-c2nn3c(-c4ccccc4)nnc3s2)cc1
22,8,-2,2,·,-5,0,-11,-8,CCOc1ccc(N/C(=C(/C(Cl)=C(Cl)Cl)[N+](=O)[O-])n2cncn2)cc1
2,0,9,-3,1.1,-3,-28,-6,0,Cc1ccc(S(=O)(=O)C(C#N)c2nc3ccccc3nc2N2CCN(C)CC2)cc1C (stereo not given)
-2,-6,4,0,-2.3,4,7,-6,6,CCOc1ccccc1-n1nnnc1SCC(=O)NC(=O)Nc1ccc2c(c1)OCCO2
